Assay outcomes: PubChem BioAssay, Sanford-Burnham Center for Chemical Genomics
TAG inh: reduces triacylglycerol accumulation in H9c2 cells; Nile Red lipid (TAG) fluorescence; cells loaded with 200 µM oleic acid; inhibition, % at 12.5 µM; 230,000 tested, 0.66% active;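 active = pattern-corrected inhibition of lipid staining of at least 50% with the nuclear-stain viability signal not falling by more than 50%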;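 note: 0% = DMSO wells and 100% = triacsin C control wells; some results filed as inactive read as strong as hits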
TAG inh DAPI viability: also measured in TAG inh; calls as there; DAPI nuclei signal change (viability), lower = more cytotoxic, %;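 whole-well DAPI fluorescence read on a plate reader as a viability signal; minus 50 percent equals half of cells still viable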
Starred values were filed as active, the others as inactive; & = joins results of further samples. Not all compounds are listed; count on the stated rates, not on these rows.

Every second line gives: TAG inh | TAG inh DAPI viability
O=C(c1cc2nc(-c3ccccc3)cc(-c3ccccc3)n2n1)N1CCN(C(=O)c2ccco2)CC1
→ -1 | 17
Cn1c(SCc2c(F)cccc2Cl)nnc1-c1cnccn1
→ 11 | -13
CCOc1cccc(-c2cc(NCCc3ccccn3)n3nccc3n2)c1
→ -3 | 31
CC12CCC(=O)N1C(C(=O)NCc1ccc(Cl)cc1Cl)CS2 (centres undefined)
→ -10 | 4
Cc1ccc(Oc2nc(C(F)(F)F)nc3ccccc23)cc1
→ -10 | 4
Cc1ccc(C)c(NC(=O)CN(C)C(=O)c2cc3ccccc3o2)c1
→ 9 | 0
CC(CNC(=O)c1ccc(Br)o1)NC(=O)c1ccc(Br)o1 (centres undefined)
→ 0 | -10
C=CCN1C=C(C(=O)c2ccccc2)C(=O)CC1
→ -7 | 12
COc1ccc(/C=C\c2onc(C)c2S(=O)(=O)N2CCC(C(=O)NCc3ccco3)CC2)cc1
→ -31 | 0
O=C(Nc1ccccc1C(=O)NC(Cc1ccccc1)C(=O)O)c1ccccc1 (centres undefined)
→ -4 | -7
CCOc1ccc2nc(NC(=O)c3ccco3)sc2c1
→ -5 | -2
C=CCc1ccccc1OCC(O)CNC (centres undefined)
→ -8 | 13
CCOC(=O)N1CCN(C(=O)CCC(=O)N2CCOc3ccc(C)cc32)CC1
→ -14 | 1
CCOC(=O)C1=C(C)NC(=O)NC1c1c(OCC(=O)N2CCCCC2)ccc2ccccc12 (centres undefined)
→ 7 | -4
CS(=O)(=O)N(CC(=O)NCc1ccco1)c1cccc([N+](=O)[O-])c1
→ 8 | 1
Cc1ccc(S(=O)(=O)N(C)Cc2ccc(-c3nnco3)cc2)cc1
→ 8 | 4
COc1ccc(-c2cc3cc(OC)c(OC)cc3cn2)cc1
→ 23 | 3
CC[C@@]12C(=O)N(c3cccc(C)c3)C(=O)N1[C@H](c1ccc(Br)cc1)[C@@H]1C(=O)N(C(C)(C)C)C(=O)[C@@H]12
→ 9 | -7
Cn1c(=O)c2c(nc(SCC(=O)NCC3CCCO3)n2Cc2ccc(F)cc2)n(C)c1=O (centres undefined)
→ -4 | 2
CCc1ccc(/C=C2\SC(N3CCCC3)=NC2=O)cc1
→ 0 | 1
O=C(COC(=O)c1cccc(O)c1)NCc1ccc2c(c1)OCO2
→ 5 | -4
O=C(NC(c1ccccc1)c1cnccn1)C1CCN(CCOc2ccc(Cl)cc2Cl)CC1 (centres undefined)
→ 11 | 10
CCOCCCNC(=O)c1c(N)n(-c2ccc(S(N)(=O)=O)cc2)c2nc3ccccc3nc12
→ 20 | 61
Nc1nc(COc2ccc(Cl)cc2)cs1
→ 20 | -5
COc1ccc(-c2cc(-c3cccs3)nc(OC)c2C#N)cc1OC
→ -28 | 120
Cc1cccc(-n2ncc3c2CCCC3NC(=O)CCN2CCCCO2)c1C (centres undefined)
→ -32 | 11
C/C(=N\NC(=S)NCCc1ccccc1)c1cccs1
→ 6 | -1
COc1ccccc1NC(=O)CSc1nnc(COc2ccc(Cl)cc2)n1Cc1ccco1
→ 13 | -4
O=C1c2ccccc2C(=O)N1c1ncn[nH]1
→ 0 | 3
COc1cc2c3c(c1)C1(C(=O)N3C(C)(C)C=C2C)C(C#N)=C(N)Oc2cc(C)oc(=O)c21 (centres undefined)
→ -9 | 9

Whole records as entered above.
Profile of CCOC(=O)C1=C(C)NC(=O)NC1c1c(OCC(=O)N2CCCCC2)ccc2ccccc12 (centres undefined) = TAG inh: 7; TAG inh DAPI viability: -4
Profile of Cc1ccc(C)c(NC(=O)CN(C)C(=O)c2cc3ccccc3o2)c1 = TAG inh: 9; TAG inh DAPI viability: 0

Filtered by structure: those above with a furan ring, fused or not
Every second line gives: TAG inh | TAG inh DAPI viability
O=C(c1cc2nc(-c3ccccc3)cc(-c3ccccc3)n2n1)N1CCN(C(=O)c2ccco2)CC1
→ -1 | 17
Cc1ccc(C)c(NC(=O)CN(C)C(=O)c2cc3ccccc3o2)c1
→ 9 | 0
CC(CNC(=O)c1ccc(Br)o1)NC(=O)c1ccc(Br)o1 (centres undefined)
→ 0 | -10
COc1ccc(/C=C\c2onc(C)c2S(=O)(=O)N2CCC(C(=O)NCc3ccco3)CC2)cc1
→ -31 | 0
CCOc1ccc2nc(NC(=O)c3ccco3)sc2c1
→ -5 | -2
CS(=O)(=O)N(CC(=O)NCc1ccco1)c1cccc([N+](=O)[O-])c1
→ 8 | 1
COc1ccccc1NC(=O)CSc1nnc(COc2ccc(Cl)cc2)n1Cc1ccco1
→ 13 | -4

(cont.)
Every second line gives: TAG inh | TAG inh DAPI viability
COc1cc([N+](=O)[O-])ccc1NC(=O)NCc1ccco1
→ 15 | -6
COC(=O)c1cccc(NC(=O)NC2CCCN2S(=O)(=O)c2ccc(Cl)cc2)c1 (centres undefined)
→ 8 | 0
CC(C)Cc1cc(C(=O)Nc2sc3c(c2C#N)CCC3)no1
→ -1 | 0
Cc1nc(-c2ccc(S(=O)(=O)N3CCN(C(c4ccccc4)c4ccccc4)CC3)s2)cs1
→ 0 | 0
COC(=O)C1=C(O)/C(=C/c2ccc(OCC(=O)Nc3ccc(OC)cc3)cc2)N=C1C
→ -7 | 5
Nc1ccccc1N1C(=O)c2cccc3cccc(c23)C1=O
→ 14 | -2
Cc1ccc(NC(=O)C(OC(=O)c2cnc(C)cn2)c2ccccc2)c([N+](=O)[O-])c1 (centres undefined)
→ -1 | 2
O=c1[nH]c(NNC(=S)NC2CCCCC2)nc2c1C1(CCCC1)Cc1ccccc1-2
→ -2 | 7
COc1ccc(/C=C2\CCc3c2nc2ccccc2c3C(=O)O)cc1OC
→ 8 | 5
Cc1ccccc1OCC(=O)Nc1ccccc1N1CCC(C)CC1
→ -9 | 11
CO/N=C/NC(=O)NOCc1ccc(Cl)cc1Cl
→ -11 | 3
COc1ccc(NC(=O)COC(=O)Cc2c[nH]c3ccccc23)cc1Cl
→ -7 | 2
Cc1ccc(NC(=O)NNC(=O)c2ccccc2)cc1
→ 6 | 50
CN(C)C(=O)c1sccc1Oc1ccc(F)cc1[N+](=O)[O-]
→ -12 | -2
Clc1cccc(-c2cc3nc(NCCOc4ccccc4)ccn3n2)c1
→ 13 | 7
Cc1cc2c(NC(=O)Nc3ccc(F)cc3)cccc2nn1
→ -2 | 4
CC1(C(=O)NCc2ccco2)Cc2c(-c3cccc(C(N)=O)c3)ccnc2O1 (centres undefined)
→ 35 | -27
O=c1c2ccccc2cnn1-c1ccc(Cl)cc1
→ 16 | -9
Cc1ccc(N2C(=NC(=O)c3ccccc3)SC3CS(=O)(=O)CC32)cc1 (centres undefined)
→ 13 | 0
Nc1c(C(=O)Nc2cccc(F)c2)nnn1-c1cccc(C(F)(F)F)c1
→ 4 | 5
O=C(Nc1ccc(Cl)cc1Cl)c1ccc2c(c1)OCCO2
→ -13 | -6
COc1ccccc1OCC(=O)NCC(c1cccs1)N1CCOCC1 (centres undefined)
→ 2 | 7
CCn1ncc(Cl)c1C(=O)Nc1ccc2c(c1)CCC2
→ 12 | -13
CCN(CCn1cccn1)C(=O)C1CCC(=O)N(CCc2cccc(F)c2)C1 (centres undefined)
→ 1 | 3
CN(C(=O)c1ccccc1C(=O)OCC(=O)c1ccc(Br)cc1)c1ccccc1
→ -13 | -1
COc1ccccc1CNc1nc(-c2cc(C)n(C)c2C)cs1
→ 1 | 1
Cc1cc2nc(-c3ccccc3O)[nH]c2cc1C
→ -2 | 126
CC(C)Cn1c(-c2cccc(S(=O)(=O)N3CCOCC3)c2)n[nH]c1=S
→ -11 | 3
COc1ccccc1CNC(=O)C(NS(=O)(=O)c1ccc2c(c1)oc(=O)n2C)C(C)C (centres undefined)
→ -4 | 0
NC(=O)CCC(NC(=O)OCc1ccccc1)C(=O)OCC(=O)c1ccccc1 (centres undefined)
→ -4 | 1

Pulled one by one from the list above:
Every second line gives: TAG inh | TAG inh DAPI viability
COc1ccc(NC(=O)COC(=O)Cc2c[nH]c3ccccc23)cc1Cl
→ -7 | 2
Cc1ccc(NC(=O)NNC(=O)c2ccccc2)cc1
→ 6 | 50

More compounds follow.
Every second line gives: TAG inh | TAG inh DAPI viability
C[C@H](CO)N1C[C@H](C)[C@@H](CN(C)C(=O)Nc2cc(F)ccc2F)Oc2ncc(-c3cccc(F)c3)cc2C1=O
→ 11 | -16
CC(C)CC1COC(=O)N1 (centres undefined)
→ 15 | -3
Cn1nc(-c2ccc3c(c2)OCCO3)c2ccccc2c1=O
→ 4 | -5
Cc1ccc(OCC(=O)NC2CCCC(C)C2C)c([N+](=O)[O-])n1 (centres undefined)
→ 4 | -2
O=C(COC(=O)c1ccc(Cl)nc1)Nc1ccc2c(c1)OCCO2
→ -14 | 0
C(#Cc1ccccc1)CN1CCCCC1
→ 2 | -9
CC(=O)c1cccc(NC(=O)NCc2ccc3c(c2)OCO3)c1
→ -11 | -4
NC1(CO)COC(c2ccccc2)OC1 (centres undefined)
→ 1 | 10
CCC(=O)N=c1sc2cc(F)cc(F)c2n1C
→ 8 | -8
CC(=O)c1sc(NC(=O)CS(=O)(=O)c2ccc(F)cc2)nc1C
→ 10 | -4
COc1ccc(S(=O)(=O)N2CCCOC2CNC(=O)C(=O)NCc2ccco2)cc1 (centres undefined)
→ -2 | 7
O=C(Nc1ccccn1)c1ccc(Cl)c(S(=O)(=O)N2CCCCCC2)c1
→ -11 | 5
CC(C)OC(=O)C1C2C=CC3(CN(Cc4cccs4)C(=O)C13)O2 (centres undefined)
→ -23 | 7
O=C(c1ccc(Cl)cc1Cl)N1CCSCC1
→ 8 | -4
Cc1cc([N+](=O)[O-])ccc1NC(=O)c1ccco1
→ 0 | -3
NC(c1ccccc1)c1csc(NC(=O)Nc2cccc(Cl)c2)n1 (centres undefined)
→ 11 | -9
Oc1ccccc1-n1nc2ccc3nonc3c2n1
→ -1 | 4
N=C(N)c1ccccc1
→ -3&-3 | 4&-6
CC(C)(C)NC(=O)NC(=O)COC(=O)c1cccc(OC(F)F)c1
→ 11 | -4
CC(=O)CSc1ncnc2sc3c(c12)CCC3
→ 9 | -5
Cc1ccc(NC(=O)c2cccc(S(=O)(=O)N3CCN(c4ccccc4)CC3)c2)nc1
→ -4 | -7
CCc1ccc(NC(=O)c2cc(S(=O)(=O)N3CCCC3)c[nH]2)cc1
→ -4 | 2
CCC1Nc2ncnc(N3CCN(c4ccccn4)CC3)c2N(Cc2ccc(Br)cc2)C1=O (centres undefined)
→ 27 | -12
Cc1ccc(S(=O)(=O)CCC(=O)Nc2cc(Cl)ccc2-n2cncn2)cc1
→ 13 | -2
COc1cccc(CC2(CO)CCCN(C(=O)c3cc[n+]([O-])cc3)C2)c1 (centres undefined)
→ -3 | -6
Cc1ccc(-n2c(=O)[nH]cc(C(=O)Nc3ccc4c(c3)OCCO4)c2=O)cc1
→ -10 | 16
COc1ccccc1Sc1ccccc1/C=N/NC(N)=O
→ 2 | 3
O=C(CCl)Nc1cccc(-c2cnc3ccccc3n2)c1
→ 40 | -19
CCOc1ccc(NS(=O)(=O)c2ccc(C(=O)NNC(=O)c3ccccc3O)cc2)cc1
→ -3 | -7
Cc1cccc(N=C2NC(=O)/C(=C/c3cccnc3)S2)c1C
→ 6 | -1

Sorted by molar mass (high to low): part of the list above
Every second line gives: TAG inh | TAG inh DAPI viability
CN(C(=O)c1ccccc1C(=O)OCC(=O)c1ccc(Br)cc1)c1ccccc1
→ -13 | -1
CN(C)C(=O)c1sccc1Oc1ccc(F)cc1[N+](=O)[O-]
→ -12 | -2
Cc1ccc(Oc2nc(C(F)(F)F)nc3ccccc23)cc1
→ -10 | 4

Further compounds.
Every second line gives: TAG inh | TAG inh DAPI viability
Cc1ccc(-c2nc(NC(=O)CSc3ccc4ccccc4n3)ns2)cc1
→ 13 | 12
CCCCOc1ccc(C(=O)NCC(=O)NCC(c2cccs2)N2CCOCC2)cc1 (centres undefined)
→ 12 | -3
COc1ccc(-c2onc(C)c2-c2cnn(-c3ccccc3)c2)c(O)c1C
→ -11 | 3
CCCCCCCCCCCCS(=O)(=O)CCC(=O)O
→ -1 | 14
Cc1ccnc(SCC(=O)N2CCCc3ccccc32)n1
→ -11 | 1
CCOCCCNC(=O)c1c[nH]c2cc(OC)ccc2c1=O
→ -2 | -6
Cc1nnc(N(C)C(=O)c2cccnc2)s1
→ -4 | 5
COc1cc(C(=O)OC(C)CN2C(C)CCCC2C)cc(OC)c1OC (centres undefined)
→ -9 | 0
CCc1cc(C(=O)N2CCN(S(=O)(=O)c3cc(C)ccc3C)CC2)sc1C
→ -13 | 5
Clc1ncc(CN2CCN(c3ccccc3)CC2)s1
→ 9 | 1
Cc1cc(C)n2nc(C(=O)Nc3ccc4c(c3)OCO4)nc2n1
→ 16 | -4
COc1ccc(-c2ccc(SCC(=O)Nc3nnc(C)s3)nn2)cc1
→ 16 | -7
Cc1cc(C(C)(C)C)ccc1OCCN1CCCC1
→ 10 | 10
CCSc1nc2c(cnn2-c2ccccc2)c(=O)n1N
→ 3 | -1
O=C1[C@H]2[C@H](ON3CCCC[C@H]23)C(=O)N1c1cccc(C(F)(F)F)c1
→ 9 | -1
Cc1cc(C)n(-c2ccc(F)cc2CN2CCN(C3CCCC3)C(CCO)C2)n1 (centres undefined)
→ 7 | 1
CC1CCCN(C(=O)CN2C(=O)c3ccccc3S2(=O)=O)C1 (centres undefined)
→ -10 | 1
O=C(Nc1ccc(N2CCCC2)cc1)c1cccc(Cl)c1Cl
→ -10 | -7
Cc1c(NC(=O)Nc2ccc3c(c2)OCO3)cccc1[N+](=O)[O-]
→ -33 | 4
N#Cc1nc(COc2ccccc2)oc1N1CCN(Cc2ccccc2)CC1
→ -71 | 9
